TrxR1 inh: blocks rat thioredoxin reductase 1; O89049; recombinant rTrxR1, NADPH fluorescence consumption, selenite substrate; Potency, µM (series often up to 114 µM), inactives show top-dose activity change, negative = inhibition, actives largely listed as inhibitors; 1% of 390,000 active; note: potency is the fitted concentration of half-maximal effect; % is set by controls: 0 for no effect and ±100 for the full control effect; nearly all actives have a fitted effect of over 65% in size
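Rat TrxR1 (90 nM in the dispensed reagent) was pre-reduced with 400 uM NADPH for 5 min at room temperature, then incubated with compound for 15 min. After 400 uM selenite was added, NADPH fluorescence (Ex 340/Em 450 nm) was followed for 8 min.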
D2 antag: antagonizes the human D2 dopamine receptor; P14416; 2% of 340,000 active; HEK293 TREx D2 cells, calcium flux, dopamine EC80; inhibition, % at 10 µM; in the data active = inhibition above about 30%; note: 0% is about no effect
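Tetracycline-induced HEK293 T-REx cells expressing D2 force-coupled to calcium signalling were dye-loaded, exposed to compound for 180 s, then challenged with an EC80 of dopamine; calcium flux was followed kinetically for a further 180 s.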
TrxR1 substrate: rat thioredoxin reductase 1 substrate activity | AID 588456 | purified TrxR1 substrate turnover, NADPH consumption readout | O89049 | Potency, µM (highest dose often 114 µM), for the others: at the top dose activity change, negative = substrate turnover | 0.01% of 390,000 active; note: potency is the fitted concentration of half-maximal effect; % is set by controls: 0 for no effect and ±100 for the full control effect; nearly all actives have a fitted effect of over 50% in size
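Rat TrxR1, dispensed at 90 nM, was prereduced with 400 uM NADPH (final) for 5 min at ~22 deg C, then incubated with compound 15 min before 400 uM selenite. A first-read NADPH fluorescence drop versus no-compound background flagged substrates.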
TRHR agonist: TRH receptor (human) agonism | TRHR cells, calcium flux fluo-8, FDSS agonist mode | activation, % at 2 µM | 0.18% of 360,000 active | AID 493084; in the data active = activation above about 30%; note: 0% is about no effect
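TRHR-expressing cells, plated overnight in medium with 10% serum, were loaded with fluo-8 calcium dye at room temperature. After a 10 s baseline, library compound was pin-added and calcium release was recorded kinetically (ex 480/em 530) as agonist response.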
USP1-UAF1 inh: blocks the human USP1/UAF1 deubiquitinase complex; O94782; AID 743255; Potency, µM (highest dose often 57.1 µM), for inactives: top-dose activity change, negative = inhibition, hits mostly inhibitors; recombinant USP1/UAF1, Ub-Rhodamine cleavage fluorescence; 0.23% of 390,000 active; note: potency is the fitted concentration of half-maximal effect; % is set by controls: 0 for no effect and ±100 for the full control effect; nearly all actives have a fitted effect of over 60% in size; inactives centre near -12
Target sequence (O94782 whole entry, looked up): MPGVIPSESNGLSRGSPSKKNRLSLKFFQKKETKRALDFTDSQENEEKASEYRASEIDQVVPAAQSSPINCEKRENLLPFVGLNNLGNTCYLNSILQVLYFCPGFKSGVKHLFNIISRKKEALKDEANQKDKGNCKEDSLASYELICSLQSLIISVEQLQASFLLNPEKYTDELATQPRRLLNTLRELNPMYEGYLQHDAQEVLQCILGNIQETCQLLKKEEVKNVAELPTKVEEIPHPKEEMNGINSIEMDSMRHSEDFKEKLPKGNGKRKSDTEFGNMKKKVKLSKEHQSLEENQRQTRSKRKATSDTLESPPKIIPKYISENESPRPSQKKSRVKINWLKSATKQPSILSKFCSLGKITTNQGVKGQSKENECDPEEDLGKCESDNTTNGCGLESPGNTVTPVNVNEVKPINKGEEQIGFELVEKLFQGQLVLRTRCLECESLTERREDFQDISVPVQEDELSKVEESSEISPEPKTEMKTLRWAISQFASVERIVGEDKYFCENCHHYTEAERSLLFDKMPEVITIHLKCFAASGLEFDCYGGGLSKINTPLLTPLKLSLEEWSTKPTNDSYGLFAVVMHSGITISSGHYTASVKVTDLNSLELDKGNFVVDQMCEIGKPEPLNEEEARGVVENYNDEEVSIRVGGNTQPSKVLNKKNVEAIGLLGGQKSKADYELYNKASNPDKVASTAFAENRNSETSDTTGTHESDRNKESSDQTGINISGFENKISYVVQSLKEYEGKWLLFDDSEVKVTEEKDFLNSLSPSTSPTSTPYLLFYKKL
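USP1/UAF1 complex (1 nM) preincubated 15 min at room temperature with compound, then Ub-Rho substrate (150 nM final) added. Kinetic fluorescence at 480/540 nm over 6 reads at 60 s intervals; 50 mM HEPES pH 7.8, 0.5 mM EDTA, 0.1 mg/ml BSA, 1 mM TCEP, 0.01% Tween-20.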
PI4K2A block: PI4K2A (human) kinase inhibition | purified PI4K2A, ADP-Glo luminescence, 1 h; stronger effect = lower value | 0.13% of 420,000 active | activity change, negative = inhibition, % at 76.9 µM; in the data active = activity change below about -50%; inconclusive = mostly about -30% to -49%;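 note: -100% = wells without enzyme as full effect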
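PI4K2A activity was measured by ADP-Glo luminescence: enzyme (4 ug/mL stock) and phosphatidylinositol (1.2 mM stock) in Tris pH 7.5/MgCl2/EGTA/Triton X-100 buffer were reacted with ATP (300 microM stock) for one hour at ambient temperature.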
D2 ag: activates the human D2 dopamine receptor. P14416. HEK293 T-REx D2 cells, calcium flux agonist mode. activation, % at 2 µM. 0.53% of 340,000 active;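 active = activation over 3 SD above normal in the single-dose calcium agonist read, cut at about 30% in these data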; note: 0% is about no effect
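In this primary screen, compounds producing a positive calcium signal within 180 s of addition to tetracycline-induced, force-coupled HEK293 Trex D2 cells are flagged; cells are dye-loaded with a no-wash calcium kit beforehand.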
TRHR enhancer: allosterically enhances the human TRH receptor | 0.66% of 360,000 active | enhancement, % at 2 µM | AID 493056 | TRHR cells, fluo-8 calcium fluorescence, EC20 TRH enhancement; in the data active = enhancement above about 30%; note: 0% is about no effect
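Enhancer read-out: after compound pinning and an initial kinetic agonist-mode read, an EC20 of TRH (10 nM final) was injected and fluo-8 calcium signal (Ex 480/Em 530) followed at 1 s/cycle for 100 cycles in TRHR-expressing cells.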
IDH1 R132H inh: blocks human mutant IDH1 R132H enzyme; O75874; 0.093% of 390,000 active; Potency, µM (series often up to 76.6 µM), without a hit: at the top dose activity change, negative = inhibition, actives largely listed as inhibitors; IDH1-R132H enzyme, NADPH consumption, diaphorase/resazurin fluorescence; note: potency is the fitted concentration of half-maximal effect; % is set by controls: 0 for no effect and ±100 for the full control effect; nearly all actives have a fitted effect of over 65% in size
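IDH1-R132H (0.5 ug/mL) preincubated 30 min with compound, then NADPH (0.016 mM) and alpha-KG (2 mM) added; 80 min at RT, pH 7.5. Remaining NADPH coupled via diaphorase/resazurin to fluorescence (540/590 nm); concentration-response curves normalized to no-enzyme control.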
An asterisk follows results filed as active; ? = inconclusive; . = not tested or not shown; & = joins results of further samples; [ ] = another dose, or the depositor's remark. Unless noted, calls come from the whole dose curve; as a rule, active = well fitted inhibition curve with a large enough effect; inconclusive = small, poorly fitted or top-dose-only effect; inactive = no such curve, though single readings can be large or run the other way.

no.	Structure	TrxR1 inh	D2 antag	TrxR1 substrate	TRHR agonist	USP1-UAF1 inh	PI4K2A block	D2 ag	TRHR enhancer	IDH1 R132H inh
1	CC(C)c1ccccc1OCCCCN1CCCCC1	13.8%	.	1.6%	.	-27.0%	-6.5	.	.	0.4%
2	CC(C)c1csc(CN2CCC(N3CCC(C(=O)NCC4CCCO4)CC3)CC2)n1 (stereo unspecified)	17.1%	-7.7	-1.3%	1.0	-14.4%	16.9	0.7	5.1	18.8%
3	CCn1cc(C(=O)NCCc2ccc(C)cc2)c(=O)c2cc(S(=O)(=O)N(C)C)ccc21	19.3%&7.1%	-13.6	1.1%&-3.1%	0.5&-1.1	6.0%&-11.4%	0.6&-4.5	1.6&0.4	8.2&1.9	0.7%&16.0%
4	O=C1C=C(Nc2ccccc2)c2ccccc2C1=O	18.5%[57.1 µM]	-3.0	-6.6%[57.1 µM]	-0.7	12.6µM*	-15.7	3.8	-3.1	21.8%
5	CCOc1ccccc1Nc1nc(-c2cccnc2)cs1	9.8%[57.1 µM]	4.4	2.6%[57.1 µM]	-0.6	-12.6%	1.7	0.7	-0.9	0.0%
6	O=C(NC(=S)Nc1nc(-c2ccc(Br)cc2)cs1)c1cccnc1	23.7%	-16.4	10.6%	0.1	-15.5%	8.3	-0.3	-6.4	-0.6%
7	Cc1ccc(NC(=S)NNS(=O)(=O)c2ccc3ccccc3c2)cc1Cl	0.6%[57.1 µM]	-3.6	-0.1%[57.1 µM]	0.5	?	-3.9	0.0	3.5	8.2%
8	Cn1c(N)c(C(=O)Nc2cccc(Cl)c2)c(=O)n(C)c1=O	-26.4%[57.1 µM]	.	1.1%[57.1 µM]	1.0	-17.3%	6.2	.	-1.3	-1.8%
9	CCn1cc(CNC(=O)c2cc([N+](=O)[O-])c(C)c([N+](=O)[O-])c2)cn1	0.8%	-5.8	-3.9%	0.5	1.0%	-3.0	0.0	1.5	-3.7%
10	CCCn1c(NCc2ccc(N(CC)CC)cc2)nc2ccccc21	7.8%	.	5.0%	-0.5	-1.3%	-1.6	-0.6	1.7	-14.0%
11	Cc1ccc2[nH]cc(CCNC(=O)c3ccco3)c2c1	19.4%	-13.3	8.5%	0.0	-7.5%	-16.1	0.6	-4.0	4.9%
12	CC1=C(C(=O)Nc2cc(C(=O)N3CCN(c4cccc(C)c4C)CC3)ccc2C)SCCO1	?	-5.4	-11.2%	-0.7	-17.0%	8.6	-0.4	7.3	-9.5%
13	Cc1cc(C)c2c(N)c(C(=O)c3ccc(Br)cc3)oc2n1	10.3%	1.3	-1.7%	0.4	-26.3%	-2.0	0.6	5.3	0.0%
14	CC(C)Sc1nc2c(c(=O)[nH]c(=O)n2C)n1CCc1ccccc1	2.5%[57.1 µM]	29.9	-10.8%	-0.3	-0.6%	0.6	2.9	26.1	3.2%
15	O=C(CP(=O)(c1ccccc1)c1ccccc1)N1CCCCC1	2.0%[57.1 µM]	-17.9	12.0%[57.1 µM]	-0.1	-0.2%	9.2	-2.3	-6.6	12.5%
16	O=C(COC(=O)c1ccco1)Nc1ccccc1[N+](=O)[O-]	27.3%[57.1 µM]	-11.6	8.9%[57.1 µM]	-0.3	7.9%	-5.3	0.2	4.5	1.1%
17	COc1ccc2nc(SCC(C)=O)c(C#N)cc2c1	5.7%	-3.3	-5.1%	12.6	12.8%	3.4	14.0	0.6	0.9%
18	Cc1ccccc1Cn1nnc(-c2ccc3c(c2)OCO3)n1	-0.1%	1.8	-4.0%	0.2	-11.4%	-5.7	0.5	-4.7	3.3%
19	NC(=O)c1ccc(SCC(=O)OCC(=O)NCc2ccco2)c([N+](=O)[O-])c1	?	16.6	1.4%	0.0	-20.5%	-3.7	-0.1	23.6	-0.6%
20	COc1ccc(C(=O)C2CCCN(C(=O)c3ccccc3C(C)=O)C2)cc1F (stereo unspecified)	-14.4%[57.1 µM]	3.6	-3.4%[57.1 µM]	0.7	3.2%	5.3	-0.6	-3.3	0.0%
21	Cc1ccc(S(=O)(=O)Nc2ccc(S(=O)(=O)N3CCCC3)cc2)cc1	-9.4%[57.1 µM]	-14.1	9.4%[57.1 µM]	-0.1	-3.6%	-1.3	-0.6	5.2	-6.0%
22	COCCOC(=O)C1=C(C)NC(SCC(=O)NC(C)(C)C)=C(C#N)C1c1ccco1 (stereo unspecified)	?	4.5	-2.9%[11.4 µM]	-0.1	-9.2%	-9.8	0.2	-9.9	8.0%
23	C/C(=N\NC(=O)c1ccco1)c1ccc(C(=O)O)s1	-4.3%	16.6	-12.3%	-0.1	-19.4%	-6.7	-0.1	-1.6	28.3%
24	CN(C(=O)CSc1nc2ccccc2n1CC(=O)N(C)C1CCCCC1)c1ccc(F)cc1	6.2%[57.1 µM]	.	1.0%[57.1 µM]	-0.5	-4.8%	-4.8	.	-4.5	5.6%
25	COc1ccc(-c2noc(-c3ccccc3C(=O)Nc3cccnc3)n2)cc1OC	9.9%	.	7.1%	-1.1	-16.0%	3.3	.	-1.1	4.1%
26	O=[N+]([O-])c1ccc(-c2ccc(/C=N/Nc3nc(NCc4ccccc4)nc(N4CCOCC4)n3)o2)cc1	18.5%	3.2	-1.9%	21.3	-13.2%	4.0	22.7	-1.2	-20.7%
27	O=C(Nc1sc2c(c1C(=O)O)CCC2)c1ccccc1F	-10.5%	-0.7	-6.5%	-0.5	-17.0%	-3.9	-0.3	4.1	30.6%[activator]
28	COc1cc(C(=O)NCc2nnnn2-c2ccc(C)c(C)c2)cc(OC)c1OC	6.9%[57.1 µM]	.	-2.6%[57.1 µM]	-0.4	2.1%	-3.1	0.3	-0.8	-1.0%
29	Cc1occc1-c1nnc(SCC(=O)N2CCOCC2)n1Cc1ccco1	-1.1%	13.7	0.6%	-0.2	-9.2%	-6.6	0.4	7.3	3.7%
30	COc1cc(SC)ccc1C(=O)Nc1ccc(C)cc1	22.2%[57.1 µM]	-1.3	11.2%[57.1 µM]	-2.1	-21.6%	-1.4	-2.0	-2.1	20.3%
31	COC(=O)c1cc(OC)c(OC)cc1NC(=O)c1csc(C)c1	1.2%	17.9	13.9%	0.3	-4.6%	1.6	0.4	3.4	0.0%
32	CCOc1ccc(-c2noc(CCC(=O)NCCc3ccccc3)n2)cc1OC	14.5%[57.1 µM]	2.7	11.6%[2.29 µM]	-0.5	-17.7%	-0.8	1.0	-4.1	-0.1%
33	COc1ccc(OC)c(NC(=O)Cn2cc(S(=O)(=O)c3ccccc3)c(=O)c3cc(C)ccc32)c1	5.7%	.	-0.5%	-0.2	-28.7%	-1.3	0.3	-0.6	-6.0%
34	Cc1cccc(C)c1NC(=O)CNC(=O)C(C)N1CCCCC1 (stereo unspecified)	4.3%	-4.4	-2.5%	5.2	2.1%	-1.8	-0.7	19.2	5.5%
35	CCC1(c2ccc(F)cc2)NC(=O)N(CC(=O)N(CCC#N)c2ccccc2)C1=O (stereo unspecified)	20.7%[57.1 µM]	.	8.3%[57.1 µM]	0.0	-17.9%	-0.6	.	31.2*	4.4%
36	CC1CCCCN1C(=O)CSc1nnc2c(n1)[nH]c1ccc(F)cc12 (stereo unspecified)	23.5%	-0.4	6.5%	-0.2	-17.0%	-24.5	-3.3	4.6	0.0%
37	COc1ccc(CCN(C)C2CCCN(S(=O)(=O)c3ccccc3)C2)cc1OC (stereo unspecified)	9.4%	-20.9	4.1%	-0.7	-15.4%	8.7	0.8	6.1	7.4%
38	COc1ccc(NC(=O)C(CCSC)N2C(=O)c3ccccc3C2=O)cc1 (stereo unspecified)	-4.3%	-2.8	-6.2%	-0.6	3.0%	-3.0	-0.2	2.6	-0.5%
39	COC(=O)C(=Nc1ccccc1)/C(C(=O)C(=O)N(C)c1ccccc1)=C(\O)c1ccccc1	-8.6%	14.5	-13.9%	0.7	-11.1%	6.2	-0.1	-0.9	8.4%
40	Cc1nn(-c2nc(-c3ccc(F)cc3)cc(C(F)(F)F)n2)c(C)c1Br	1.0%	.	-1.3%	0.6	-6.7%	0.2	0.7	1.0	18.3%
41	CN(C)C(=S)SCCn1c(N)nc(N(C)C)nc1=O	7.6%	0.4	1.3%	0.7	-5.6%	-0.1	1.7	3.7	-2.8%
42	COc1ccc(Nc2nc(N)nc(CSC(=S)N3CCN(C)CC3)n2)cc1	26.5%	-8.9	3.9%	-0.3	-23.1%	1.6	-0.1	8.3	4.6%
43	Fc1ccccc1NC(=S)N1CCN(Cc2ccccc2)CC1	-20.2%	-3.4	-6.4%	0.5	-13.2%	-0.3	0.5	3.6	5.6%

Sorted by the number under D2 antag (descending): three from the list above
No.	molecule	TrxR1 inh	D2 antag	TrxR1 substrate	TRHR agonist	USP1-UAF1 inh	PI4K2A block	TRHR enhancer
36	CC1CCCCN1C(=O)CSc1nnc2c(n1)[nH]c1ccc(F)cc12 (stereo unspecified)	23.5%	-0.4	6.5%	-0.2	-17.0%	-24.5	4.6
34	Cc1cccc(C)c1NC(=O)CNC(=O)C(C)N1CCCCC1 (stereo unspecified)	4.3%	-4.4	-2.5%	5.2	2.1%	-1.8	19.2
37	COc1ccc(CCN(C)C2CCCN(S(=O)(=O)c3ccccc3)C2)cc1OC (stereo unspecified)	9.4%	-20.9	4.1%	-0.7	-15.4%	8.7	6.1

Screens as filed in PubChem BioAssay.
